Bioassay records: PubChem, several laboratories
V1R ag counter: agonists of human V1a receptor, primary screen, counter-screen for OXTR agonist project, fluorescence, CHO-V1R cells | activation, % at 3 µM | Fluo-8 calcium fluorescence, agonist mode; 0% DMSO, 100% 3 nM vasopressin | 0.25% of 320,000 active | Vasopressin V1a receptor (Homo sapiens), P37288;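 active means activation above the mean activation of all tested compounds plus 3 SD, per screening run, cut at about 20% in these data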;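 further: signal is peak over basal fluorescence ratio across a 100 second FLIPR read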
Target sequence (P37288 whole entry, looked up): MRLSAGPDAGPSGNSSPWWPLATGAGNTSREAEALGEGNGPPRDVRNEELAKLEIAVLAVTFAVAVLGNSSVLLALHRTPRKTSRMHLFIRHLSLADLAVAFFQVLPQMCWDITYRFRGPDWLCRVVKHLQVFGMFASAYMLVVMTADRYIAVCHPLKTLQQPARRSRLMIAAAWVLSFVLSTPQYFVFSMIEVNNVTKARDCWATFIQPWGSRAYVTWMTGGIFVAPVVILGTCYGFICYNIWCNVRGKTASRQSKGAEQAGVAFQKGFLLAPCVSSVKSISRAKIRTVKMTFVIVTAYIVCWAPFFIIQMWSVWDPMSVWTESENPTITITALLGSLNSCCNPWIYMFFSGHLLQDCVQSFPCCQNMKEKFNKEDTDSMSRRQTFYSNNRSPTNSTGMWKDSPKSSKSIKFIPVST
MEKK2 mut-MEK5: MEK5 binding signal on mutant MEKK2 PB1, primary screen, biochemical, multiplex bead flow cytometry, Alexa488-MEK5; percent response, % at 10 µM; 0.35% of 290,000 active; AID 1530, 2009; Alexa488-MEK5 binding to MEKK2 mutant; in the data active means percent response above about 24%, passing the limit was not always enough; further: inactives centre near 1; some results filed as inactive read as strong as hits; reference of the scale not given here
GalR3 antagonist: GalR3 antagonists in HEK293 cells, primary screen, cell-based, fluorescence readout. HEK293 GalR3-CNG cAMP membrane potential fluorescence; galR3 body fused to GalR1 C-terminus. inhibition, % at 3 µM. 0.44% of 360,000 active. AID 651719, 2012;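 active means inhibition above the screen-wide average plus 3 SD, cut at about 13% in these data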;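 further: forskolin and galanin both at EC90 stimulate the cells; cAMP rise reported by CNG channel membrane potential dye signal; 0% = forskolin plus galanin with DMSO and 100% = forskolin alone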
MEKK2 WT-MEK5: modulators of MEK5 binding to wildtype MEKK2, primary screen, biochemical, multiplex bead flow cytometry, Alexa488-MEK5. Mitogen-activated protein kinase kinase kinase 2 (Homo sapiens), Q9Y2U5. Alexa488-MEK5 binding to MEKK2 WT; actives lie on both sides. binding response (% of control), % at 10 µM. 1.1% of 290,000 active. AID 1531, 2009; in the data active means binding response below about 67% or above about 130%
PHOSPHO1 inh: PubChem AID 1565; inhibition, % at 13.3 µM; recombinant PHOSPHO1, absorbance phosphatase assay; 1.1% of 290,000 active; Phosphoethanolamine/phosphocholine phosphatase (Homo sapiens), Q8TCT1; in the data active means inhibition above about 60%
Target sequence (Q8TCT1 whole entry, looked up): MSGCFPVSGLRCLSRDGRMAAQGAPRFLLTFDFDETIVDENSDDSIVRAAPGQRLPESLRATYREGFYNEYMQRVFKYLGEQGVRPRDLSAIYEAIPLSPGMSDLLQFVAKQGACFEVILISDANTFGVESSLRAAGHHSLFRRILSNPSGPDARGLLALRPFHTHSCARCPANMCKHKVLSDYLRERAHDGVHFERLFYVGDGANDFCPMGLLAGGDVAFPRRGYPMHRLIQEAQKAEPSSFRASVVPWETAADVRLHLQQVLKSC
MEKK3 PB1 HTS: modulators of MEKK3-MEK5 PB1 binding, primary screen, biochemical, wildtype MEKK3, multiplex bead flow cytometry, Alexa488-MEK5; binding response (% of control), % at 10 µM; Mitogen-activated protein kinase kinase kinase 3 (Homo sapiens), Q99759; 1.4% of 290,000 active; bead-based flow cytometry, Alexa488-MEK5 binding to MEKK3; actives lie on both sides; 0 = blocked by unlabeled MEK5, 100 = vehicle;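 active means binding response more than 3 SD above or below the average of its plate-row segment, actives on both sides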;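 further: Alexa488 bead fluorescence after subtracting the streptavidin-only scavenger bead signal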
GPR7 antagonist: GPR7 receptor antagonists, primary screen, cell-based, fluorescence, single concentration. inhibition, % at 4.4 µM. GPR7-expressing cells, fluorescence antagonist assay. 1.1% of 290,000 active. Neuropeptides B/W receptor type 1 (Homo sapiens), P48145; in the data active means inhibition above about 16%, passing the limit was not always enough;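 further: cells stimulated with the agonist NPW; 0% = agonist with vehicle and 100% = vehicle without agonist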
OXTR ag: human OXTR agonists, primary screen, fluorescence, CHO-OTR cells, Fluo-8 calcium. Oxytocin receptor (Homo sapiens), P30559. 0.32% of 320,000 active. activation, % at 3 µM. Fluo-8 calcium fluorescence; normalized: DMSO 0%, oxytocin 100%;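 active means activation above the mean of all tested compounds plus 3 SD, cutoff set per screening run, cut at about 20% in these data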;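 further: peak over basal fluorescence ratio from a 100 s FLIPR kinetic read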
Target sequence (P30559 whole entry, looked up): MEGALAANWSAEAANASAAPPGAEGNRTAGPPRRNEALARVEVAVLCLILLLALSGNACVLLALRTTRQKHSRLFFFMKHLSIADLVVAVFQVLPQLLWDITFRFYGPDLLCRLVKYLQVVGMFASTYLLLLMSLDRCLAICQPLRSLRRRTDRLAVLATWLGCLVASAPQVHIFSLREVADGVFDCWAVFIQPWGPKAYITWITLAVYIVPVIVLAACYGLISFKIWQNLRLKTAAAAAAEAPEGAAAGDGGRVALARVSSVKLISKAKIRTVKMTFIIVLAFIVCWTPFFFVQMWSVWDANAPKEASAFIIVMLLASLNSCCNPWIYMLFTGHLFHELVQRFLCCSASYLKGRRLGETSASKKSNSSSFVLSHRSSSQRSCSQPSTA
NALP1 inh: NALP1 inflammasome inhibitors in reconstituted yeast, colorimetric, S. cerevisiae, triplicate retest. inhibition, % at 10 µM. 0.61% of 280,000 active. S. cerevisiae NALP1/ASC/caspase-1 growth, X-gal OD620, 72 h. AID 2071, 2009; in the data active means inhibition mostly above about 24%, no sharp cut-off; inactive means mostly below about 32%; further: some compounds called inactive have numbers as strong as hits
Active calls of the source: *; x = not tested or not shown. Compounds were not picked by outcome (roughly 5.4% active in at least one column).

#	molecule	V1R ag counter	MEKK2 mut-MEK5	GalR3 antagonist	MEKK2 WT-MEK5	PHOSPHO1 inh
1	CCOc1ccc(NC(=O)COn2nnc3ccc(S(=O)(=O)N4CCOCC4)cc32)cc1	0.1	-1	1	103	-29
2	COc1ccc(NS(=O)(=O)c2ccc(C)c(C(=O)NC3CCN(Cc4ccccc4)CC3)c2)cc1	5.5	9	-6	121	34
3	COc1cccc(-c2ccc(C#N)c(OC(=O)c3ccc(Cl)cc3)n2)c1	-0.5	0	-3	96	7
4	C/C(=N\Nc1nc2ccccc2nc1C)c1ccccc1O	-1.7	-13	-7	91	36
5	COc1ccccc1Cn1c(=S)[nH]c2ccc(F)cc2c1=O	-0.3	4	-6	105	34
6	O=C(COC(=O)C1C2CC3OC(=O)C1C3C2)Nc1ccc(Br)cc1 (configuration not stated)	1.2	-2	-2	101	30
7	C[C@@H](CSc1ccccc1)CN1CC[C@H](O)CCC1=O	1.1	0	0	103	10
8	CCOc1ccc2nc(NC(=O)/C=C/c3ccc4c(c3)OCO4)sc2c1	-0.1	-1	-2	95	0
9	CN1CCN(CC(=O)Nc2ccc(OCc3ccccc3)cc2)CC1	1.0	x	-7	x	-3
10	Cc1cc(OCC(=O)Nc2sc3c(c2C#N)CC(C)(C)NC3(C)C)c(C(C)C)cc1Cl	0.5	4	2	107	33

#	MEKK3 PB1 HTS	GPR7 antagonist	OXTR ag	NALP1 inh
1	100	-10	0.2	33
2	105	0	4.2	8
3	98	-16	-1.4	2
4	97	-9	-2.2	9
5	103	1	1.0	-10
6	101	-4	0.6	0
7	101	-1	2.1	16
8	96	-10	-0.8	30
9	x	-2	3.5	24
10	100	7	1.7	-2

Whole records, looked up by structure. Screens in order: V1R ag counter | MEKK2 mut-MEK5 | GalR3 antagonist | MEKK2 WT-MEK5 | PHOSPHO1 inh | MEKK3 PB1 HTS | GPR7 antagonist | OXTR ag | NALP1 inh
Entry for C[C@@H](CSc1ccccc1)CN1CC[C@H](O)CCC1=O : 1.1 | 0 | 0 | 103 | 10 | 101 | -1 | 2.1 | 16
Entry for CN1CCN(CC(=O)Nc2ccc(OCc3ccccc3)cc2)CC1 : 1.0 | x | -7 | x | -3 | x | -2 | 3.5 | 24
Entry for C/C(=N\Nc1nc2ccccc2nc1C)c1ccccc1O : -1.7 | -13 | -7 | 91 | 36 | 97 | -9 | -2.2 | 9
Entry for CCOc1ccc2nc(NC(=O)/C=C/c3ccc4c(c3)OCO4)sc2c1 : -0.1 | -1 | -2 | 95 | 0 | 96 | -10 | -0.8 | 30
Entry for COc1ccc(NS(=O)(=O)c2ccc(C)c(C(=O)NC3CCN(Cc4ccccc4)CC3)c2)cc1 : 5.5 | 9 | -6 | 121 | 34 | 105 | 0 | 4.2 | 8

Other entries follow:
#	molecule	V1R ag counter	MEKK2 mut-MEK5	GalR3 antagonist	MEKK2 WT-MEK5	PHOSPHO1 inh
11	O=C(Nc1cccnc1)c1ccc(N2CCCC2)c([N+](=O)[O-])c1	0.1	3	-5	99	18
12	COC(=O)N1[C@H](C)C=C[C@]1(Cc1ccccc1)C(=O)OC	0.0	4	-6	106	x
13	N#C/C(=C\c1ccccc1C(=O)O)c1nc2ccccc2[nH]1	2.1	5	-5	104	33
14	C=C(C)C1CC=C(C)/C(=N/NC(=O)C2CC2c2ccccc2)C1 (configuration not stated)	-1.2	0	0	104	28
15	Cc1ccc(NS(=O)(=O)c2ccc(C(C)(C)C)cc2)cn1	1.2	14	-9	112	44
16	CCCOc1ccc(C(=O)CCC(=O)OCC(=O)N(C)c2c(N)n(Cc3ccccc3)c(=O)[nH]c2=O)cc1	1.4	0	1	101	-26
17	CCCN1C(=O)/C(=C/c2ccc(OCC(=O)OCC)cc2)NC1=S	x	-15	-13	90	-1
18	O=C(COc1ccc([N+](=O)[O-])cc1Cl)NCCc1ccccc1	-1.1	-1	1	98	2
19	CCOc1ccc(OCC(=O)Nc2ccc(S(N)(=O)=O)cc2)cc1	0.6	-13	-3	88	-13
20	CCOc1ccc(S(=O)(=O)Nc2nc3ccc(OC)cc3s2)cc1	-0.2	16	1	119	16

#	MEKK3 PB1 HTS	GPR7 antagonist	OXTR ag	NALP1 inh
11	102	18	-0.6	4
12	101	x	-0.7	x
13	103	-10	0.6	2
14	104	-7	-0.9	-27
15	111	-11	-0.5	17
16	101	-11	0.0	21
17	91	-17	x	-5
18	95	1	-1.8	73*
19	103	2	-0.1	2
20	108	5	-0.8	3

Next section:
#	molecule	V1R ag counter	MEKK2 mut-MEK5	GalR3 antagonist	MEKK2 WT-MEK5	PHOSPHO1 inh
21	CCCNC(=O)COc1ccccc1[N+](=O)[O-]	0.6	13	0	96	-14
22	COc1ccc(/C=C2/SC(=O)N(CCC(=O)Nc3ccc(S(=O)(=O)Nc4nccs4)cc3)C2=O)cc1	0.3	0	-3	95	-9
23	O=C(c1cc(-c2ccccc2Cl)on1)N1CCCC1	-0.1	-5	-10	90	49
24	CC(=O)N1CCc2cc(S(=O)(=O)NCc3ccc(C)cc3)ccc21	9.2	3	-9	99	33
25	CCn1c(=O)c(=O)[nH]c2c(=O)oc3ccc(S(=O)(=O)Nc4ccc(OC)cc4)cc3c21	0.5	-10	-7	100	18
26	CCSc1nc2c(c(=O)[nH]c(=O)n2C)n1Cc1ccc(Cl)cc1	-1.1	-1	3	102	-4
27	O=C(CNCc1ccc(F)cc1)Nc1ccccc1-c1ccccc1	1.1	-1	-4	103	6
28	C#CC[N+]1(CC#Cc2ccccc2)CCCCC1	0.0	-10	1	92	-8
29	C/C=C/C=C/C(=O)[C@@H]1[C@@H]([C@]2(C)OC(=O)C(C)=C2O)[C@H]2/C(=C(O)/C=C/C=C/C)C(=O)[C@]1(C)C(=O)C2(C)O (some centres not stated)	0.5	8	2	111	18
30	COc1cc(C)c(S(=O)(=O)NOCc2ccccc2)c(C)c1C	0.6	3	-5	107	29

#	MEKK3 PB1 HTS	GPR7 antagonist	OXTR ag	NALP1 inh
21	102	-11	-1.3	34
22	88	-4	0.4	28
23	95	27*	-0.9	4
24	104	-11	8.0	-13
25	99	3	-1.1	7
26	101	-13	-1.6	1
27	103	6	-1.7	28
28	110	-6	-0.6	10
29	109	x	-0.1	-10
30	109	-12	-2.8	14

Carrying on:
#	molecule	V1R ag counter	MEKK2 mut-MEK5	GalR3 antagonist	MEKK2 WT-MEK5	PHOSPHO1 inh
31	CCC(C)c1c(O)nc(SCC(=O)N2CCOCC2)[nH]c1=O (configuration not stated)	0.5	4	1	104	7
32	CSc1nc2nc3c(cc2c(=O)n1-c1ccccc1)COC(C)(C)C3	1.2	-5	-4	95	45
33	COc1ccccc1Nc1nc(Cl)nc(NC(C)(C)C)n1	-0.8	-10	-6	86	12
34	CCC(C(=O)Nc1ccccc1Cl)n1nc(C)c2c(C)n(-c3ccccc3)nc2c1=O (configuration not stated)	0.4	2	-8	104	12
35	CCN1CCN(CC(=O)N2N=C(c3ccc(OC)cc3)CC2c2ccc(OC)cc2)C(=O)C1=O (configuration not stated)	1.4	8	8	102	57
36	COc1ccc(-c2c(O)c(C#N)c(-c3ccccc3)n(-c3ccc(OC)cc3)c2=O)cc1	0.1	0	-10	101	-5
37	CCOC(=O)c1ccc(N/C=C2\CCCCC2=O)cc1	1.9	20	-3	103	-16
38	COCC1CCN(C(=O)c2cc(COc3ccc(OC)c4ccccc34)on2)C1 (configuration not stated)	0.1	-9	2	92	20
39	COc1ccc2nc(C)cc(SCC(=O)Nc3c(C)cc(C)cc3C)c2c1	-0.2	5	-3	103	24
40	Oc1ccc(N2CCN(C(c3ccncc3)c3nnnn3C3CCCC3)CC2)cc1 (configuration not stated)	1.2	0	2	97	14

#	MEKK3 PB1 HTS	GPR7 antagonist	OXTR ag	NALP1 inh
31	103	-1	-0.3	-24
32	96	-4	0.9	4
33	99	-15	-1.9	-5
34	102	-20	-1.4	21
35	102	-15	3.5	20*
36	117	-13	1.1	18
37	101	-1	1.9	-3
38	91	-2	1.3	7
39	100	-7	0.5	4
40	94	3	0.9	41

The results go on.
#	molecule	V1R ag counter	MEKK2 mut-MEK5	GalR3 antagonist	MEKK2 WT-MEK5	PHOSPHO1 inh
41	CCOc1ccccc1NC(=O)NNC(=O)CCc1ccc(OC)cc1	x	-5	2	96	8
42	N#Cc1c(NC(=O)c2ccc(Br)o2)n(-c2ccccc2)c2nc3ccccc3nc12	1.3	-5	-5	91	28
43	Cc1ccc2nc3c(cc2c1)c(NC(=O)c1cccnc1)nn3C	-0.5	3	-4	100	-4
44	CC(C)CC(NC(=O)OC(C)(C)C)C(=O)O (configuration not stated)	-0.9	-20	6	94	11
45	CCn1c(=O)n(-c2ccc(Cl)cc2)c(=O)c2c3c(sc21)COC(C)(C)C3	-0.8	0	-4	94	38
46	O=C(C1CCCO1)N1CCN(C(=S)Nc2ccc(F)c(Cl)c2)CC1 (configuration not stated)	-0.2	2	-3	104	-1
47	Cc1cc2cc(C)c3nnc(SCC(=O)NCc4ccc5c(c4)OCO5)n3c2cc1C	-0.5	-13	-2	83	-1
48	Cc1cc(C)nc(SC2CC(=O)N(c3ccc(Cl)cc3)C2=O)n1 (configuration not stated)	0.5	1	-9	100	29
49	O=C(CN1CCCCCC1)Nc1cccc(Br)c1	-0.3	-4	-3	95	17
50	CCNC(=O)CNC(=O)c1nn(Cc2ccccc2)c(=O)c2ccccc12	-0.3	0	-7	100	28

#	MEKK3 PB1 HTS	GPR7 antagonist	OXTR ag	NALP1 inh
41	95	5	x	3
42	94	-12	0.7	10
43	101	-2	-0.5	-4
44	87	-3	0.0	13
45	101	-11	-0.8	8
46	108	-3	0.6	31
47	66	-8	-1.4	-6
48	103	-18	-0.9	-21
49	94	-5	0.1	9
50	102	-19	-0.9	8

More structures follow:
#	molecule	V1R ag counter	MEKK2 mut-MEK5	GalR3 antagonist	MEKK2 WT-MEK5	PHOSPHO1 inh
51	CCOc1ccc(NC(=O)c2cc(S(=O)(=O)N3CCCCC3)c[nH]2)cc1	3.3	-7	1	83	-37
52	CCOc1ccc(NC(=O)N2CCc3ccccc3C2)cc1	-0.1	2	-5	106	26
53	O=C(Cn1nnc(-c2ccc(Cl)cc2)n1)NC1CCN(Cc2ccccc2)CC1	2.9	5	-2	114	19
54	CCOc1ccccc1NC(=O)C(=O)N/N=C/c1cc(Br)ccc1O	1.7	-8	-2	88	36
55	COc1ccccc1N(CC(=O)NCCSCc1ccccc1Cl)S(C)(=O)=O	1.2	10	-11	107	33
56	O=C(CCc1nnc(COc2ccccc2)o1)NCc1ccccc1C(F)(F)F	0.5	-8	4	91	15

#	MEKK3 PB1 HTS	GPR7 antagonist	OXTR ag	NALP1 inh
51	93	1	1.0	23
52	104	-8	-1.6	-3
53	104	-2	7.3	-13
54	100	-10	0.2	-4
55	109	-6	1.2	22
56	97	1	-0.6	5
